Screens as filed in PubChem.
All columns: NCI-60 one-dose screen, growth in % after 48 h at 10 µM unless noted; 100 = growth as untreated, 0 = no growth, -100 = all killed.
HT29: HT29 colon cancer; 81,000 tested, 7.4% active; AID 1794748
HCT-15: HCT-15 colon cancer. 82,000 tested, 5.2% active. AID 1794746
TK-10: TK-10 renal cancer cells | 81,000 tested, 3.9% active
SW-620: SW-620 colon cancer. 82,000 tested, 5.2% active. AID 1794795
786-0: 786-0 renal cancer cells; 81,000 tested, 5.1% active
UO-31: UO-31 renal cancer; 81,000 tested, 5.2% active; AID 1794768
HCT-116: HCT-116 colon cancer; 82,000 tested, 7.3% active
SN12C: SN12C renal cancer cells; AID 1794767; 81,000 tested, 3.8% active
HCC-2998: HCC-2998 colon cancer; 79,000 tested, 4.7% active
* marks the source's active call; other numbers are inactive results; x = no result given; & = joins results of further samples. How the source made its calls: active means growth percent below 10; inactive means the rest. Rows are unselected (roughly 12% active in at least one column).

SMILES | HT29 | HCT-15 | TK-10 | SW-620 | 786-0 | UO-31 | HCT-116 | SN12C | HCC-2998
COc1ccc(Nc2nnc(-c3cc(F)c(F)c(F)c3)o2)cc1 | 106 | 103 | 122 | 124 | 99 | 86 | 101 | 100 | 116
C[n+]1cccc(C(=O)c2ccccc2)c1 | 98 | 103 | 92 | 103 | 99 | 96 | 101 | 112 | 100
O=C1CS/C(=N\N=C(c2ccccc2)c2ccccc2)N1 | 89 | 106 | 96 | 102 | 95 | 91 | 90 | 98 | 105
[2H]C([2H])([2H])Oc1ccc(/C=C/C(=O)/C=C(O)/C=C/c2ccc(OC([2H])([2H])[2H])c(OC([2H])([2H])[2H])c2)cc1OC([2H])([2H])[2H] | 11 | 14 | 54 | 27 | 49 | 11 | 5.1* | 28 | 76
COc1ccc(-c2nc(N3CCOCC3)c3c4c(sc3n2)CCCC4)cc1 | 83 | 92 | 94 | 97 | 95 | 66 | 86 | 100 | 109
C[C@H]1[C@@H](CC(=O)N[C@@H](Cc2coc3ccccc23)B(O)O)O[C@@H]2OC3(C)CC[C@H]4[C@H](C)CC[C@@H]1[C@@]24O3 | -57* | -52* | 1.8* | 3.3* | 17 | 12 | -57* | 6.0* | -83*
O=C(c1ccc2ccccc2c1)c1cccc(F)c1C(=O)O (tested in a mixture with another compound) | 108 | 106 | 123 | 104 | 129 | 81 | 129 | 105 | 110
Cc1ccc([C@@H]2C[C@H](O)Cc3cc(OC(F)(F)F)ccc3N2)s1 | 103 | 99 | 97 | 105 | 106 | 97 | 96 | 111 | 114
CCN1C(=S)N(CC)C2C1NN=c1s/c(=C3\C(=O)N(C)c4ccccc43)c(=O)n12 (stereo not given) | 107 | 100 | 129 | 99 | 99 | 76 | 100 | 101 | 103
NS(=O)(=O)c1ccc(C(=O)N=Nc2c(O)[nH]c3c(Cl)cccc23)cc1 | 101 | 106 | 96 | 96 | 100 | 79 | 108 | 101 | 113
Oc1ccc(C=NC2CCCCC2)cc1 | 103 | 114 | 104 | 105 | 94 | 80 | 94 | 99 | 105
O=S(=O)(NCCCNc1nccc(-c2c(-c3cccc(O)c3)nc3occn23)n1)c1ccc(Cl)cc1 | 36 | 99 | 143 | 109 | 102 | 90 | 62 | 72 | 120
O=C(CSc1nnnn1-c1ccccc1)c1cc2c(ccc3ccccc32)oc1=O | 102 | 76 | 113 | 102 | 104 | 89 | 105 | 94 | 101
CCCCCNc1nc2ncnc(N)c2[nH]1 | 79 | 106 | 124 | 104 | 95 | 92 | 87 | 97 | 107
O=C(/C(=N\Nc1ccc([N+](=O)[O-])cc1)c1ccccc1)c1ccccc1 | 81 | 74 | 90 | 82 | 88 | 40 | 75 | 96 | 82
O=S(=O)(c1ccccc1)C(Br)S(=O)(=O)c1ccccc1 | 94 | 109 | 114 | 111 | 106 | 80 | 114 | 94 | 107
O=C(N/N=C/c1ccccc1O)c1cc(C(=O)N/N=C/c2ccccc2O)[nH]n1 | 104 | 98 | 94 | 101 | 82 | 91 | 98 | 97 | 95
NS(=O)(=O)c1cccc(Nc2nc(SCc3ccc([N+](=O)[O-])cc3)nc3ccccc23)c1 | 73 | 46 | 76 | 93 | 50 | 43 | 44 | 56 | 77
Cc1cc(C)c(F)cc1N | 115 | 106 | 103 | 106 | 97 | 78 | 107 | 108 | 104
CC(C)(C)c1ccc(S(=O)(=O)Oc2ccc3c(ccn3C(=O)C34CC5CC(CC(C5)C3)C4)c2)cc1 | 98 | 100 | 110 | 102 | 104 | 72 | 99 | 97 | 117
O=c1ccc(=O)n(-c2nc(O)c(N=Nc3ccc([N+](=O)[O-])cc3)s2)[nH]1 | 106 | 101 | 121 | 98 | 95 | 81 | 96 | 90 | 114
COc1ccc(C2CC(c3cc(OC)c(OC)c(OC)c3)=NN2c2ccc(S(N)(=O)=O)cc2)cc1 (stereo not given) | 59 | 67 | 66 | 68 | 67 | 30 | 48 | 74 | 80
COc1ccc(/C=C2\C=C(c3nc4ccccc4s3)NC2=O)cc1 | 104 | 108 | 116 | 96 | 109 | 77 | 102 | 96 | 106
Cc1cccc(-c2cccc(C)n2)n1 | 113 | 106 | 105 | 120 | 105 | 86 | 108 | 106 | 110
CS(=O)(=O)c1ccc(-n2nc(C(=O)N3CCC(Cc4ccccc4)CC3)cc2-c2ccc(Cl)cc2)cc1 | 85 | 85 | 127 | x | 83 | 62 | 65 | 89 | 108
Cc1cccc(C)c1NC(=O)c1ccccc1 | 101 | 108 | 99 | 99 | 101 | 85 | 105 | 94 | 108
O=C(/C=C1\C=CN(CCCO)c2ccccc21)n1ccc2ccccc21 | 101 | 101 | 119 | 102 | 98 | 71 | 96 | 95 | 105
COc1ccc(Nc2nnc3n(Cc4ccccc4)c(=O)c4c5c(sc4n23)CCCC5)cc1 | 99 | 98 | 87 | 106 | 101 | 89 | 90 | 107 | 108
Nc1ncnc2c1N=C(c1ccc3c(c1)OCO3)CC(c1ccc(Cl)cc1)N2 (stereo not given) | 70 | 64 | 100 | 80 | 74 | 56 | 87 | 93 | x
O=C(O)c1ccc(N/N=C/c2cn(-c3ccc(C(=O)O)cc3)nc2-c2cccc(F)c2)cc1 | 102 | 112 | 122 | 103 | 104 | 83 | 106 | 105 | 104
CSC(=CC(=O)c1ccco1)SC | 103 | 98 | 91 | 112 | 97 | 100 | 104 | 103 | 105
O=C(CCCCCCSc1nc(-c2ccccc2)cc(-c2ccc(Cl)cc2)n1)NO | 4.6* | 16 | 21 | 12 | 1.5* | -2.3* | 6.8* | 21 | 52
O=C(Nc1ccc(-c2n[nH]c(=S)n2/N=C/c2c[nH]c3ccccc23)cc1)c1cccnc1 | 109 | 108 | 132 | 99 | 108 | 82 | 106 | 98 | 118
O=c1[nH]c2ccccc2s1 | 108&95&115 | 106&96&106 | 132&111&107 | 103&96&103 | 118&108&103 | 88&74&97 | 110&95&104 | 94&107&106 | 109&111&101
NC(=O)c1cc2c(n1Cc1ccccc1)-c1nc(N)ncc1CCC2 | 66 | 102 | 104 | 109 | 106 | 83 | 108 | 92 | 106
O=C(O)c1cn(C2CC2)c2cc(N3CCN(Cn4nc(-c5ccncc5)n(-c5ccccc5)c4=S)CC3)c(F)cc2c1=O | 109 | 100 | 98 | 105 | 100 | 82 | 96 | 105 | 99
O=C(CN1CCN(c2cc(=O)[nH]c3ccc(F)cc23)CC1)Nc1ccccc1[N+](=O)[O-] | 105 | 97 | 114 | 103 | 100 | 68 | 96 | 89 | 98
O=C1NC(c2ccc(Cl)c(Cl)c2)=C/C1=C\c1ccccc1 | 88 | 69 | 100 | 57 | 9.1* | 29 | 27 | 72 | 103
O=C(CNc1nc2ccccc2s1)Nc1ccc(-c2nc3ccccc3s2)cc1 | 109 | 105 | 97 | 109 | 102 | 81 | 99 | 103 | 92
CNC1=C([N+](=O)[O-])C(c2ccc(OC)cc2)C(C#N)=C(c2ccc[nH]2)O1 (stereo not given) | 107 | 106 | 117 | 104 | 106 | 89 | 99 | 97 | 100

Another view of 2 compounds above:
structure: CSC(=CC(=O)c1ccco1)SC
  HT29: 103	HCT-15: 98	TK-10: 91	SW-620: 112	786-0: 97	UO-31: 100	HCT-116: 104	SN12C: 103	HCC-2998: 105

structure: O=C(CCCCCCSc1nc(-c2ccccc2)cc(-c2ccc(Cl)cc2)n1)NO
  HT29: 4.6*	HCT-15: 16	TK-10: 21	SW-620: 12	786-0: 1.5*	UO-31: -2.3*	HCT-116: 6.8*	SN12C: 21	HCC-2998: 52

The list continues.
SMILES | HT29 | HCT-15 | TK-10 | SW-620 | 786-0 | UO-31 | HCT-116 | SN12C | HCC-2998
Brc1cn2ccnc2c(-c2ccc3ncn(C4CCCCC4)c3c2)n1 | 95 | 87 | 94 | 103 | 90 | 62 | 106 | 94 | 103
O=C1NC(=O)C2C(=O)NC(=O)C1C21CCc2ccccc21 (stereo not given) | 123 | 105 | 145 | 101 | 101 | x | 97 | 100 | 115
CC(C)C1C2=C(NCCN1C(=O)C1CCCC1)C(C)(C)N(Cc1ccccc1)C2=O (stereo not given) | 98 | 97 | 93 | 115 | 98 | 91 | 94 | 96 | 97
CC(C)(C)[C@H](OCc1cn([C@H]2C[C@@H](O)[C@@H](CO)O2)c(=O)[nH]c1=O)c1ccc(C#Cc2ccccc2)cc1[N+](=O)[O-] | 62 | 70 | 62 | 101 | 28 | 72 | 32 | 89 | 87
CC1(C)CC[C@]2(C#N)CC[C@]3(C)C(=CC[C@@H]4[C@@]5(C)CCC(=O)NC(C)(C)[C@@H]5CC[C@]43C)[C@@H]2C1 | 96 | 96 | 129 | 97 | 98 | 109 | 88 | 98 | 112
CCC(=O)[C@H](C)[C@@H](O)[C@H](C)[C@H]1OC(CC)=C(C)C(=O)[C@@H]1C | 167 | 113 | 98 | 106 | 94 | 80 | 92 | 106 | 101
O=[N+]([O-])c1cccc(C(F)(F)F)c1 | 99 | 94 | 108 | 93 | 107 | 96 | 99 | 95 | 103
CC(=O)Nc1ccc2c(c1)Cc1c(F)c(F)c(F)c(F)c1-2 | 97 | 83 | 85 | 103 | 75 | 58 | 86 | 90 | x
CC1=C(c2ccccc2)C=NNCC1=O | 111 | 106 | 112 | 106 | 113 | 100 | 100 | 106 | 104
COc1cc(C(=O)/C=C/c2sc(Cl)nc2Cl)cc(OC)c1OC | 25 | -57* | 94 | -61* | 79 | 67 | -54* | 7.5* | -58*

Some of the entries so far, as comma-separated lines:
mol,HT29,HCT-15,TK-10,SW-620,786-0,UO-31,HCT-116,SN12C,HCC-2998
CC(C)C1C2=C(NCCN1C(=O)C1CCCC1)C(C)(C)N(Cc1ccccc1)C2=O (stereo not given),98,97,93,115,98,91,94,96,97
CC1=C(c2ccccc2)C=NNCC1=O,111,106,112,106,113,100,100,106,104
COc1cc(C(=O)/C=C/c2sc(Cl)nc2Cl)cc(OC)c1OC,25,-57*,94,-61*,79,67,-54*,7.5*,-58*

(more compounds)
SMILES | HT29 | HCT-15 | TK-10 | SW-620 | 786-0 | UO-31 | HCT-116 | SN12C | HCC-2998
C=C1c2c(-c3ccccc3)nn(-c3ccccc3)c2N(C)C23C[C@H]1C1(C)c4c(-c5ccccc5)nn(-c5ccccc5)c4N(C)C(C)(C[C@H]12)C3 (stereo not given in full) | 105 | 106 | x | 105 | 111 | 110 | 108 | 97 | 108
CC1S(=O)(=O)OCCOS1(=O)=O | 113 | 110 | 93 | 97 | 103 | x | 105 | 96 | 122
FC(F)(F)c1ccc2c(Nc3cccc(C4CC(c5ccccc5)=NN4c4ccc(Cl)cc4)c3)ccnc2c1 (stereo not given) | 19 | 5.6* | 82 | -17* | 77 | 36 | -4.0* | 38 | 66
COc1cc2nc(-c3ccc(Cl)cc3)cc(OCCN3CCCCC3)c2cc1OC | 72 | 80 | 91 | 97 | 81 | 61 | 71 | 85 | 103
NC(=S)c1c(N)n(C2OC(CO)C(O)C2O)c2ncnc(N)c12 (stereo not given) | 5.1* | 3.4* | -4.5* | -18* | -0.8* | -40* | 5.3* | 15 | 3.2*
COc1ccc(NC(=O)c2cccc(C3CCc4c(cc(OC)c(OC)c4OC)O3)c2)cc1 (stereo not given) | 6.1* | 17 | 44 | 29 | 26 | 29 | 15 | 31 | 51
O=C(O)Cc1cc(=O)[nH]c(=O)[nH]1 | 95 | 109 | 102 | 117 | 106 | 76 | 104 | 97 | 109
C#CCC1(c2ccccc2)NS(=O)(=O)c2ccccc21 (stereo not given) | 95 | 103 | 86 | 103 | 96 | 92 | 101 | 98 | 95
C=C1CCC2C3(C)COC(C)(C)OC3CCC2(C)C1CC(NCc1cccc(Cl)c1)C1=CCOC1=O (stereo not given) | 111 | 99 | 129 | 110 | 98 | 81 | 101 | 97 | 109
Cc1nc2sc(C(=O)Nc3cccc(Br)c3C)c(N)c2cc1C(O)c1ccccc1 (stereo not given) | 9.1* | 11 | 45 | 20 | 15 | 31 | 6.8* | 8.1* | 11
CCCCCCCCCCCCCCCCN=C(C)C(=O)O | 102 | 106 | 99 | 107 | 98 | 79 | 97 | 108 | 101
OC(CC1CCCC(CC(O)c2ccccc2)N1CCc1ccccc1)c1ccccc1 (stereo not given) | 108 | 108 | 105 | 112 | 107 | 93 | 113 | 92 | 106
COc1ccccc1-c1nc2ccc3[nH]ncc3c2c2c1CCCC2 | 68 | 89 | 60 | 83 | 68 | 36 | 65 | 80 | 113
O=C(CCN1CCCC1)Nc1ccc2c(NCc3ccc(F)cc3)c3ccccc3nc2c1 | 0.8* | 14 | -3.8* | -31* | 6.3* | 1.4* | -30* | -2.6* | -32*
CCNc1ccccc1 | 105 | 111 | 100 | 109 | 109 | 74 | 99 | 110 | 102
O=C(N/N=C/c1ccc(Cl)cc1)c1cc(-c2cc3ccccc3o2)nn1-c1ccccc1 | 107 | 93 | 95 | 101 | 95 | x | 92 | 95 | x
O=C(O)C1(Nc2ccc(Br)cc2)CCCC1 | 87 | 79 | 91 | 85 | 78 | 58 | 80 | 88 | 90
Fc1ccc(-c2nnc(Nc3ccc(C(F)(F)F)cc3)o2)cc1 | 76 | 109 | 117 | 101 | 108 | 83 | 102 | 88 | 93
CCCCC(CC)(CO)CO | 107 | 98 | x | 119 | 104 | 99 | 97 | 107 | 110

Of the compounds above, 4 contain a thiophene ring, fused or not.
SMILES | HT29 | HCT-15 | TK-10 | SW-620 | 786-0 | UO-31 | HCT-116 | SN12C | HCC-2998
COc1ccc(-c2nc(N3CCOCC3)c3c4c(sc3n2)CCCC4)cc1 | 83 | 92 | 94 | 97 | 95 | 66 | 86 | 100 | 109
Cc1ccc([C@@H]2C[C@H](O)Cc3cc(OC(F)(F)F)ccc3N2)s1 | 103 | 99 | 97 | 105 | 106 | 97 | 96 | 111 | 114
COc1ccc(Nc2nnc3n(Cc4ccccc4)c(=O)c4c5c(sc4n23)CCCC5)cc1 | 99 | 98 | 87 | 106 | 101 | 89 | 90 | 107 | 108
Cc1nc2sc(C(=O)Nc3cccc(Br)c3C)c(N)c2cc1C(O)c1ccccc1 (stereo not given) | 9.1* | 11 | 45 | 20 | 15 | 31 | 6.8* | 8.1* | 11
